CD40 NFkB inh – inhibitors of CD40-induced NF-kB signaling, primary screen, BL2 cells, luciferase reporter, single point | CD40L-induced, 4 h | inhibition, % at 10 µM | actives 0.94% (n = 83,000) | AID 1053188, 2014;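 active means mean inhibition of at least 50% with a set share of replicates also reaching that level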;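 further: 0% = neutral control wells and 100% = IKK inhibitor VII at 50 µM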
Active calls of the source: *; [ ] = remark or other dose. Only part of the results is shown, so the mix of outcomes need not match the whole.

SMILES	CD40 NFkB inh
COc1ccc2c3c([nH]c2c1)[C@@H](CO)N(Cc1ccccn1)CC31CN(C(=O)CC2CC2)C1	-15.6[25 µM]
CCOC(=O)c1cc(CC)sc1NC(=O)C1CC1	6.4
O=S(=O)(c1cccs1)N1CCCCN2[C@H](CO)[C@H](c3ccc(Br)cc3)[C@@H]2C1	14.0[25 µM]
Cc1csc2c(NCCCN3CCOCC3)ncnc12	5.7
CO[C@@H]1CN(C)C(=O)c2cc(NC(=O)NC3CCCCC3)ccc2OC[C@H](C)N(C)C[C@@H]1C	-3.3
Cn1c(-c2ccccc2)c(C(=O)CCl)c2ccccc21	71.5*
Cc1cccc(NC(=O)c2ccc3c(=O)n4c(nc3c2)CCCCC4)n1	28.0
COC(=O)c1sc2cnccc2c1N	15.9
CC(C)NC(=O)N1C[C@H]2[C@@H](c3ccccc31)[C@H](CO)N2C(=O)c1cccnc1	-4.5[25 µM]
COc1ccccc1C(CC(=O)N1CCCC1)c1ccc2c(c1)OCO2 (stereo not drawn)	12.1
Cc1ccc(Cn2nnnc2CN2CCC(NC(=O)C(C)(C)C)CC2)cc1	5.5
CC(=O)c1cc(OC(=O)N2CCOCC2)ccc1OC(=O)N1CCOCC1	3.3
CC1CN(c2nc3c(c(=O)[nH]c(=O)n3C)n2Cc2ccccc2F)CC(C)O1 (stereo not drawn)	-0.5
COc1ccc(/C=C\C(=O)CC(O)(c2ccccc2)C(F)(F)F)cc1 (stereo not drawn)	27.8
COc1ccc(CNC(=O)COC(=O)c2cc(S(=O)(=O)N3CCOCC3)ccc2O)cc1OC	1.3
O=C(Nc1cc(F)ccc1F)N1C[C@@H]2[C@H](c3ccccc31)[C@@H](CO)N2CC1CCCC1	2.3[25 µM]
CC(OC(=O)Cn1cnc2c1c(=O)n(C)c(=O)n2C)C(=O)N(C)c1ccccc1 (stereo not drawn)	8.0
CN(CC(=O)Nc1cccc(F)c1)C(=O)CNS(=O)(=O)c1ccc(N(C)C)c([N+](=O)[O-])c1	-2.8
CCCC(=O)OCC(=O)Nc1ccc(OC(F)F)cc1	0.9
COc1ccc(C(=O)NCC2OCCc3ccccc32)cc1OC (stereo not drawn)	7.9

3 consecutive entries from above:
SMILES	CD40 NFkB inh
COc1ccc2c3c([nH]c2c1)[C@@H](CO)N(Cc1ccccn1)CC31CN(C(=O)CC2CC2)C1	-15.6[25 µM]
CCOC(=O)c1cc(CC)sc1NC(=O)C1CC1	6.4
O=S(=O)(c1cccs1)N1CCCCN2[C@H](CO)[C@H](c3ccc(Br)cc3)[C@@H]2C1	14.0[25 µM]

Continuation.
SMILES	CD40 NFkB inh
CC(C)C#Cc1ccc([C@H]2[C@H](CO)N3C(=O)CN(C(=O)NC4CCCCC4)C[C@@H]23)cc1	8.4
O=C(Cn1cnc2cc([N+](=O)[O-])ccc2c1=O)Nc1cccc(S(=O)(=O)N2CCCCC2)c1	28.7
Cc1ccc(CNC(=O)COC(=O)C2CCC2)cc1	-4.8
C[C@@H]1CN([C@@H](C)CO)C(=O)CCCn2nncc2CO[C@H]1CN(C)Cc1ccccc1C(=O)O	9.9[25 µM]
N#Cc1nc(COc2cccc(Cl)c2)oc1NCc1ccncc1	-20.7
OCCCNc1ncnc2sc3c(c12)CCN(Cc1ccccc1)C3	3.7
Cc1ccc2nc(NC(=O)COC(=O)c3cccnc3)sc2c1	-58.8
CCCC#Cc1ccc2c(c1)O[C@H](CN(C)Cc1ccccn1)[C@@H](C)CN([C@H](C)CO)S2(=O)=O	-0.8[25 µM]
CN(CC(=O)Nc1ccc(F)cc1)C(=O)COc1ncnc2ccccc12	4.6
CCCCS(=O)(=O)N1CN(S(=O)(=O)CCCC)C2NC(=O)NC21 (stereo not drawn)	-9.0
COc1ccc2c3c(n(C)c2c1)[C@H](CO)N(C(=O)NC(C)C)CC31CCN(Cc2nccs2)CC1	-18.1[25 µM]
Cc1csc(NC(=O)c2cc(C)on2)n1	-57.7
Cc1ccccc1S(=O)(=O)N(C)C[C@H]1OCc2ccccc2-c2c(n(C)c3ccccc23)C(=O)N([C@@H](C)CO)C[C@@H]1C	3.8
Cn1cc(CNC(=O)c2sc3cccc(Cl)c3c2Cl)cn1	1.3
O=C(CCn1c(=O)oc2ccccc21)N1CCN(c2ccccc2F)CC1	-9.4
CCCCNc1cc(C(=O)O)cc(S(N)(=O)=O)c1Oc1ccccc1	18.3
C[C@H]1CC=CC[C@H](c2cccc(Cl)c2)NC(=O)[C@@H](Cc2ccccc2)N(C)C(=O)c2ccccc2O1 (mixture of isomers)	31.9[25 µM]
CCCC1(c2ccsc2)NC(=O)NC1=O (stereo not drawn)	1.7
COc1ccc(C(=O)C(=NN)c2ccccc2)cc1	-10.2
CC(Oc1ccc(Br)cc1)C(=O)NCC(C)(C)N1CCOCC1 (stereo not drawn)	2.5

Remaining list, next part
structure | CD40 NFkB inh
Cc1nc2oc3c(NCC4CCCO4)ncnc3c2c2c1COC(C)(C)C2 (stereo not drawn) | -1.3
CC(C)c1ccccc1S(=O)(=O)c1cc(N)c2ncccc2c1[N+](=O)[O-] | 18.8[25 µM]
CCOC(=O)c1c(NC(=O)COC(=O)c2ccc(C)s2)sc2c1CC(C)(C)NC2(C)C | 0.7
O=C(CN1CCOCC1)N[C@H]1CC[C@H](CCNC(=O)C2CCCC2)O[C@@H]1CO | 1.8
O=C(C[C@H]1CC[C@@H]2[C@H](COC[C@H](O)CN2S(=O)(=O)c2cccc(Cl)c2)O1)N1CCOCC1 | 2.7[25 µM]
COc1cccc(NC(=O)C(c2ccccc2)N2CCN(c3ccccn3)CC2)c1 (stereo not drawn) | 2.9
Cc1nc(N2CCOCC2)c2oc3ccccc3c2n1 | -3.2
Cc1cccc(N(C2C=CS(=O)(=O)C2)S(=O)(=O)c2ccccc2)c1 (stereo not drawn) | 18.5
CN(Cc1ccccc1F)C(=O)CN1c2cccc3cccc(c23)S1(=O)=O | -12.0
CC(=O)OCCN1C(=O)c2c(C)nc3ccc(S(=O)(=O)N4CCOCC4)cc3c2C1=O | 9.3[25 µM]
CCc1ccc(O)c(N=Cc2ccccc2O)c1 | -19.2
Fc1ccccc1C1CCN(Cc2nc(CC3CC3)no2)C1 (stereo not drawn) | -45.2
O=c1cc(C(F)(F)F)[nH]c2ccccc12 | 5.3
NC(=O)COC(=O)CCCSc1nc2ccccc2s1 | -11.3
O=C(NC1Cc2ccccc2C1)[C@@H]1[C@@H](CO)[C@@H]2Cn3c(ccc(C4=CCCCC4)c3=O)[C@H]1N2CC1CC1 | 5.4[25 µM]
CC12CN3CC(C)(CN(C1)C3c1ccc3ccccc3c1O)C2=O (stereo not drawn) | 7.2
COc1ccc(C)cc1NC(=O)NNC(=O)C1CCC(C(C)(C)C)CC1 (stereo not drawn) | 18.8
Cc1cccc(S(=O)(=O)N2CCCCN3[C@H](C2)[C@H](c2ccc(-c4ccncc4)cc2)[C@@H]3CO)c1 | 5.6[25 µM]
O=c1[nH]c(N2CCN(Cc3ccc4c(c3)OCO4)CC2)nc2c1CCCC2 | 5.4
O=C(CN1CCN(c2ccccc2)CC1)Nc1ccc(Oc2ccccc2)cc1 | 1.3
COc1ccc(-c2ccccc2[C@@H]2[C@@H](C#N)N(C(=O)C3CCCCC3)[C@H]2CO)cc1 | 12.1[25 µM]
O=c1onc(-c2ccccc2)c2ccccc12 | -11.6
CCn1c(SCc2ccccc2Cl)nc2nc3c(cc2c1=O)CCCC3 | 12.9
Cn1c(C(=O)N2CCCC(C(=O)NCCc3ccccc3)C2)cc2sccc21 (stereo not drawn) | -10.5
Cc1nnc(SC(C)C)n(N)c1=O | 4.9
COCC(=O)N1CC[C@@H]2[C@@H](CO)Nc3ccc(-c4ccc(C(=O)N(C)C)cc4)cc3[C@@H]21 | -10.2[25 µM]
COc1ccc(CCC(=O)Nc2ccc(Cl)c(S(=O)(=O)N3CCOCC3)c2)cc1OC | -7.5
C[C@H]1CCCCO[C@@H](CN(C)Cc2ccncc2)[C@@H](C)CN([C@@H](C)CO)C(=O)c2cc(NS(=O)(=O)c3ccc(Cl)cc3)ccc2O1 | 11.2[25 µM]
COc1ccc(CNC(=O)C2CCN(S(=O)(=O)c3cccc(C(F)(F)F)c3)CC2)cc1 | 13.6
COc1ccc(N(C)S(=O)(=O)c2ccc3c(c2)CCN3C(=O)C2CC2)c(OC)c1 | 1.2
CC(C)C[C@H](NC(=O)NC1CCCc2ccccc21)C(=O)O (stereo partly drawn) | 1.4
CN(Cc1ccc(C(C)(C)C)cc1)C(=O)c1ccc2c(c1)OCO2 | 2.9
O=C(NC1CCc2ccccc21)c1cc(COc2ccc(F)cc2F)on1 (stereo not drawn) | -3.6
COc1cccc(-c2cnc3c(c2)C(=O)N([C@H](C)CO)C[C@H](C)[C@H](CN(C)S(=O)(=O)c2ccc(F)cc2)O3)c1 | -9.9[25 µM]
COc1ccc(NC(C)=O)cc1NC(=O)c1cccc(S(=O)(=O)N2CCN(Cc3ccccc3)CC2)c1 | 9.0
O=C(Nc1ccc(N2CCN(Cc3ccccc3F)CC2)cc1)c1ccccc1[N+](=O)[O-] | -11.2

4 compounds already listed, ordered by their value in CD40 NFkB inh, high to low.
structure	CD40 NFkB inh
COc1ccc(/C=C\C(=O)CC(O)(c2ccccc2)C(F)(F)F)cc1 (stereo not drawn)	27.8
COc1ccc(CNC(=O)C2CCN(S(=O)(=O)c3cccc(C(F)(F)F)c3)CC2)cc1	13.6
O=c1cc(C(F)(F)F)[nH]c2ccccc12	5.3
CCCCS(=O)(=O)N1CN(S(=O)(=O)CCCC)C2NC(=O)NC21 (stereo not drawn)	-9.0

The list continues.
structure | CD40 NFkB inh
CC(=O)N1[C@H](CO)[C@@H](c2ccc(-c3ccc(F)cc3)cc2)[C@H]1CNC(=O)C1CC1 | 6.0
CCCC(=O)Nc1ccc2c(c1)OC[C@@H](C)NC[C@H](C)[C@H](OC)CN(C)C2=O | 2.9[25 µM]
COc1ccc(Cl)cc1NC(=O)NC(C)C | 5.1
OC(COc1cccc2ccccc12)CN1CCN(c2ccccn2)CC1 (stereo not drawn) | 1.1
O=C(N/N=C1/CCS(=O)(=O)c2ccc(F)cc21)c1ccccn1 | -31.8
CCCN1[C@@H]2c3cccc(=O)n3C[C@@H]2[C@@H](CO)[C@@H]1C(=O)NC1Cc2ccccc2C1 | 6.6[25 µM]
CC(C)N(C[C@@H]1N[C@@H](CO)[C@@H]1c1ccccc1)S(=O)(=O)c1ccccc1 | 2.7[25 µM]
Cc1ccc(NS(=O)(=O)c2cc(C(=O)NCCCN(C)C)ccc2Cl)cc1Cl | 9.9
COCC(=O)Nc1ccc2c(c1)[C@@H]1C[C@@H](CC(=O)N[C@@H](C)c3ccccc3)O[C@@H](CO)[C@@H]1O2 | 3.1[25 µM]
C[C@@H]1CN([C@@H](C)CO)C(=O)c2ccccc2-c2ccccc2CO[C@@H]1CN(C)C(=O)CCC(F)(F)F | -14.0[25 µM]
O=C1C(Cl)=C(Oc2ccccc2)C(=O)c2ccccc21 | 100.0*
O=C(COc1ccccc1-c1ccccc1)NN=C1CCCC1 | -1.2
CCN(c1ccccc1)S(=O)(=O)c1ccc2c(c1)N(C(C)=O)CCO2 | 2.8
O=C(Cn1nc(C(=O)O)c2ccccc2c1=O)Nc1ccc(Cl)c(S(=O)(=O)N2CCOCC2)c1 | 4.6
CO[C@@H]1CN(C)C(=O)c2ccc(NC(=O)C3CCCCC3)cc2OC[C@@H](C)N(C)C[C@H]1C | -0.6
CC1CCC(NC(=O)c2cccc(S(=O)(=O)N3CCN(C)CC3)c2)CC1 (stereo not drawn) | -39.0
COc1ccccc1C(CNC(=O)C(CCSC)NS(=O)(=O)c1ccccc1F)N1CCCC1 (stereo not drawn) | 0.9
COc1cc(C(=O)NC2Cc3ccccc3C2)ccc1OC1CCN(C(C)=O)CC1 | -1.0
Clc1cc2c(c(Cn3cnc4ccccc43)c1)OCOC2 | 1.2
CC1(C)C(=O)N(CCN2CCC(C(=O)c3ccc(F)cc3)CC2)c2ccccc21 | 8.7
O=C(COC(=O)C1CCC1)NCc1ccc(F)cc1 | 1.0
COc1ccc2c3c([nH]c2c1)[C@H](CO)N(Cc1cc(F)ccc1F)CC31CCN(C(=O)CN(C)C)CC1 | -6.4[25 µM]
CS(=O)(=O)N(CC(=O)NCC1CCCO1)c1cccc([N+](=O)[O-])c1 (stereo not drawn) | 0.9
O=C(NCCCn1ccnc1)c1ccc(-c2cccc(C(F)(F)F)c2)o1 | 7.5
O=C(C[C@@H]1C[C@@H]2c3cc(NC(=O)c4ccc5c(c4)OCO5)ccc3O[C@@H]2[C@@H](CO)O1)NCc1ccccn1 | -10.6[25 µM]
CCOc1ccc(NC(=O)CN(C)C(=O)c2cc3c(s2)CCCCC3)cc1OCC | -3.7
O=C1N[C@@H](Cc2ccccc2)COCc2cn(nn2)CC[C@H]1Cc1ccccc1 | -5.0
O=C(c1ccc([N+](=O)[O-])o1)N(Cc1nnc(-c2ccccc2Cl)o1)C1CC1 | -9.5
COc1ccccc1S(=O)(=O)N(C)C[C@@H]1OCc2cn(nn2)CCCC(=O)N([C@H](C)CO)C[C@H]1C | 9.5[25 µM]
N#C[C@H]1[C@@H](c2ccccc2C2=CCCC2)[C@H](CO)N1C(=O)C1CCC1 | 6.1[25 µM]
Cc1cccc(NC(=O)CC(C)(C)C)c1 | 1.3
COC(=O)c1sc2ccccc2c1N | -2.8
COC(=O)c1ccc(CSc2ncnc3ccccc23)o1 | -2.4
N#Cc1ccsc1NC(=O)CCN1C(=O)C2CCCCC2C1=O (stereo not drawn) | 3.3
CCOC(=O)c1cnc2c(C(=O)OC)cccc2c1NCCN1CCOCC1 | -5.5
CN(CC1CCCO1)S(=O)(=O)c1ccc(C(=O)Nc2ccc3c(c2)OCO3)cc1 (stereo not drawn) | -2.7
COC(=O)c1ccc(Oc2nc(C)cc(Oc3ccccc3)n2)cc1 | 3.6
CCCn1cc(CN2CCN(Cc3ccc(C)o3)C(CCO)C2)c(C)n1 (stereo not drawn) | 6.6
CCOC(=O)c1cnc2c(c(C)nn2CC)c1NC1CC1 | 12.6

Screening data as filed in PubChem BioAssay.
